# Vif-APOBEC3G blk = Vif-A3G binding inhibition; 410,000 compounds, 0.076% hits; Q9HC16; AID 602310; HeLa A3G-eYFP + Vif (tagged APOBEC3G with the HIV-1 protein that degrades it), YFP fluorescence, overnight; Potency, µM (series often up to 46.1 µM), for the others: at the highest dose activity, negative = active, hits mostly inhibitors;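 further: potency means the concentration at half of the fitted maximal effect; on the % scale 0 is the no-effect control and ±100 the full control effect; nearly all actives have a fitted effect of over 60% in size; hits raise eYFP signal because A3G escapes Vif-driven loss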
# Target sequence (Q9HC16 whole entry, looked up): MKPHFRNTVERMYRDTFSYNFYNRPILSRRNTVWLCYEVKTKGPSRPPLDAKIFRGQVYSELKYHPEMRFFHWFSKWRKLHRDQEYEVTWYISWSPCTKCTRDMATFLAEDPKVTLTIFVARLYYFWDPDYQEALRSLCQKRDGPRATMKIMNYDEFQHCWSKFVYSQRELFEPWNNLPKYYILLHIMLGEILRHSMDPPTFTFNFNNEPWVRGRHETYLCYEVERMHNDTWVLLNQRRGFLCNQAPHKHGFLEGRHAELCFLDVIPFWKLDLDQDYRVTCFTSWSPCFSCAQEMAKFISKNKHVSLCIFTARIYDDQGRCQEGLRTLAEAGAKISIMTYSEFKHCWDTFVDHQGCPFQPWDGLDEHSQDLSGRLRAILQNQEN
#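 Read-out is eYFP fluorescence (Ex 488/Em 500-530) from Vif-expressing HeLa A3G-eYFP cells; more signal means A3G escaped Vif-mediated degradation. Cells plated overnight, compound pinned in, incubated overnight at 37 deg C.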
# Vif-A3F inh = inhibitors of Vif-A3F interaction; HeLa A3F-eYFP + Vif (tagged APOBEC3F with the HIV-1 protein that degrades it), YFP fluorescence increase; Potency, µM (doses to about 46.1 µM), without a hit: top-dose activity, negative = active; 390,000 compounds, 0.2% hits; AID 602313; further: potency means the concentration at half of the fitted maximal effect; % of control where 0% means no effect; nearly all actives have a fitted effect of over 65% in size
#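 Fluorescence increase (Ex 488/Em 500-530) after overnight compound treatment at 37 deg C flags inhibition of Vif-driven A3F-eYFP loss in stable HeLa A3F-eYFP/Vif cells seeded overnight beforehand.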
# D2 PAM = positively modulates the human D2 dopamine receptor allosterically. P14416. potentiation, % at 10 µM. HEK293 T-REx D2, calcium flux, EC20 dopamine potentiation. 340,000 compounds, 0.34% hits;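 active means potentiation over 3 SD above the plate norm, cut at about 30% in these data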; further: 0% is about no effect
#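 Using a no-wash calcium dye in inducible, force-coupled HEK293 Trex cells expressing D2, we tracked fluorescence each second for 180 s after compound, then for 180 s after EC20 dopamine to detect augmented signalling.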
# D1 antag = blocks dopamine activation of the human D1 receptor. P21728. HEK293 TREx D1 cells, calcium flux, dopamine EC80; stronger effect = lower value. activity change, negative = inhibition, % at 10 µM. 360,000 compounds, 3.2% hits. AID 504652; in the data active means activity change below about -30%; further: on the % scale 0 is the no-effect control and ±100 the full control effect
#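 Compound effects on dopamine-evoked calcium signalling were measured in tetracycline-induced HEK293 Trex D1 cells. Dopamine at EC80 followed a 180 s compound pre-read, and fluorescence was tracked kinetically for 180 s more.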
# LDHA inh = blocks human lactate dehydrogenase A; P00338; purified LDHA, NADH/diaphorase-resazurin fluorescence; stronger effect = lower value; 480,000 compounds, 0.15% hits; activity change, % (values are at about 110 or 230 µM); in the data active means activity change below about -30%; inconclusive means mostly about -25% to -30%;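 further: plate controls were DMSO wells for no effect and wells without enzyme for full effect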
#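 Enzyme activity of human lactate dehydrogenase 5 (2 nM; 0.06 mM NADH, 0.2 mM pyruvate, 5 min, RT) is measured via a resazurin/diaphorase fluorescence readout of residual NADH.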
# D1 ag = activates the human D1 dopamine receptor. HEK293 T-REx D1 cells, calcium flux, agonist mode. activation, % at 2 µM. 360,000 compounds, 1% hits. AID 504660; in the data active means activation above about 30%; further: 0% is about no effect
#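 Inducible HEK293 T-REx D1 cells, force-coupled to calcium signalling, were plated at 4000 cells/well with tetracycline and held overnight at 30 C. After no-wash calcium dye loading, compound-evoked calcium rise over 180 s flagged agonists.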
# Glioma ERSR ind = ER stress response induction in glioma. 420,000 compounds, 0.02% hits. U87-MG GRP78 promoter luciferase reporter, 16 h. Potency, µM, for the others: at the top dose activation, actives largely listed as activators; further: potency means the concentration at half of the fitted maximal effect; series mostly up to about 76 µM; % of control where 0% means no effect; nearly all actives have a fitted effect of over 35% in size
#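 Stably transfected U87-MG human glioma cells carrying a GRP78-based luminescent sensor were seeded at 1000 cells/well, pin-dosed with compounds and incubated 16 h. Luciferase reagent was then added, and end-point luminescence was read after 10 min at room temperature.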
# D1 PAM = potentiators of human D1 dopamine receptor; P21728; HEK293 TREx D1 cells, calcium flux, dopamine EC20 potentiation; potentiation, % at 10 µM; 360,000 compounds, 0.036% hits; in the data active means potentiation above about 30%; further: 0% is about no effect
# RXFP1 agonist = activates the human relaxin receptor RXFP1. 370,000 compounds, 0.3% hits. HEK293T-RXFP1 cAMP TR-FRET, 30 min; response scale: percent of porcine relaxin response, buffer zero. Potency, µM (highest dose often 57.5 µM), for the others: at the top dose activation, actives largely listed as activators. AID 2676. Q9HBX9; further: potency means the concentration at half of the fitted maximal effect; on the % scale 0 is the no-effect control and ±100 the full control effect; nearly all actives have a fitted effect of over 60% in size; many of its hits are not listed in these tables
# Target sequence (Q9HBX9 whole entry, looked up): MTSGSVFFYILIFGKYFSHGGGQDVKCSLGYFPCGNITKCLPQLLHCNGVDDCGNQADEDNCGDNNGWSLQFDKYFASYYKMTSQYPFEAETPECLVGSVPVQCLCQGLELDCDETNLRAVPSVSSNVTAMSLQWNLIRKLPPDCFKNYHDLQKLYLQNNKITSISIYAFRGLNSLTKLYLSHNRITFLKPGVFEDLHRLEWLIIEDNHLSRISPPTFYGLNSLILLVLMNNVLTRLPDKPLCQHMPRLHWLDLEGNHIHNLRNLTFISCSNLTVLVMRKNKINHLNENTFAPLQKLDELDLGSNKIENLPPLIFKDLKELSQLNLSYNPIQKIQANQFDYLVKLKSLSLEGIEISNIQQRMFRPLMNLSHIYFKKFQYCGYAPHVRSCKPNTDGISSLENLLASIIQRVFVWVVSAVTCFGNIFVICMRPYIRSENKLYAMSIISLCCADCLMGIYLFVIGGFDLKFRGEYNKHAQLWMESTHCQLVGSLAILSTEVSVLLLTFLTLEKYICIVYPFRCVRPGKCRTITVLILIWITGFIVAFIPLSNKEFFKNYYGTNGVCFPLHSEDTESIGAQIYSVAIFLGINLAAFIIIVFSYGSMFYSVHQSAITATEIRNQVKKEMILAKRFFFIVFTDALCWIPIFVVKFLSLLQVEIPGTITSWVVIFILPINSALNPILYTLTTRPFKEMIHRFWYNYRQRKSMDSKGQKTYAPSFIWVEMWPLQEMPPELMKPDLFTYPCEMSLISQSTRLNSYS
#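 cAMP rise read by TR-FRET after 30 min, 37C compound exposure (up to 58 uM) in RXFP1-transfected HEK293 cells with Ro 20174 present. EC50 from Hill-equation fits, with 29 nM porcine relaxin as 100% and buffer as basal.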
# Active calls of the source: *; u = inconclusive; x = not tested or not shown. Unless noted, the call rests on the fitted dose curve; in most records, active means well fitted curve in the direction sought with a large enough effect; inconclusive means small, poorly fitted or top-dose-only effect, or another doubt; inactive means no such curve, though single readings can be large; an effect the other way counts as inactive or inconclusive.
Structure | Vif-APOBEC3G blk | Vif-A3F inh | D2 PAM | D1 antag | LDHA inh | D1 ag | Glioma ERSR ind | D1 PAM | RXFP1 agonist
Cc1nc(Cc2nnc(SCC(=O)N3CCN(c4ccc(F)cc4)CC3)o2)cs1 | 4% | 0% | 12 | 15 | 2 | 0 | -3% | -1 | -0.5%
CC(OC(=O)c1cc(S(=O)(=O)N(C)C)ccc1N1CCCC1)C(=O)NCc1ccccc1 (centres undefined) | -2% | 0% | 26 | 7 | 3 | 0 | 1% | -6 | -0.3%
COc1ccc(CCN2C(=O)N(c3ccc(C)cc3)C(=O)C2CC(=O)Nc2ccc(F)cc2)cc1 (centres undefined) | 0% | -8% | -28 | -3 | -1 | 8 | 0% | -5 | 0.2%
COc1ccc(NC(=O)c2sc3nc4n(c(=O)c3c2C)CCC4)c(OC)c1 | 2% | -4% | -5 | 0 | -1 | 1 | -4% | -1 | 0.0%
S=c1[nH]c2cc(-c3ccccc3)ccc2o1 | -2% | -10% | 7 | 8 | -10 | -1 | -1% | 0 | 3.3%
COc1ccc(NC(=O)c2sc(-c3ccccc3)nc2C)c(OC)c1 | 0% | -7% | -3 | 4 | -4 | 2 | -2% | 4 | -0.5%
CC1=C(C(=O)OC2CCCC2)C(c2coc3ccccc3c2=O)C2=C(CCCC2=O)N1 (centres undefined) | 0% | -4% | x | -7 | -1 | -1 | 0% | 0 | 16%
O=C1CC2CS(=O)(=O)CC2N1c1ccc(Oc2ccccc2)cc1 (centres undefined) | 2% | -6% | -16 | -7 | 4 | 2 | -3% | -1 | -1.0%
Cc1nc2cccnc2n1C1CCN(S(=O)(=O)c2ccc(C(C)C)cc2)CC1 | -2% | 3% | 1 | 0 | -1 | 39* | -3% | 0 | 1.4%
CCN1/C(=C2\OC(=S)N(C)C2=O)Sc2ccccc21 | 2% | -3% | 12 | 9 | -2 | 3 | 6% | 9 | 2.1%
C#CC(C)(C)NS(=O)(=O)c1cc(-c2nnc(Nc3ccc(C)cc3)c3ccccc23)ccc1C | -4% | -3% | 3 | -15 | 1 | 5 | 8% | -4 | 6.6%
Cc1ccc(CNc2nnnn2C)cc1 | -5% | -2% | 0 | 29 | -4 | 4 | -2% | 3 | -0.6%
O=C(NC1CCCN(c2ccc(C(F)(F)F)cn2)C1)c1ccnc(Cl)c1 (centres undefined) | 1% | -21% | -8 | -21 | -2 | 4 | -2% | -2 | -2.6%
O=c1oc2c(CN3CCOCC3)c(O)ccc2c2c1CCCC2 | 1% | -14% | -17 | 12 | 1 | 2 | 1% | -6 | 8.3%
C=CCSC1=N/C(=C\c2cccnc2)C(=O)N1c1ccc(OC)cc1 | -1% | -15% | 12 | -54* | -7 | 4 | -7% | -11 | -3.2%
O=C1CCCCC1C(Nc1ccc(Cl)cc1)c1ccccc1 (centres undefined) | -11% | 1% | -2 | 0 | 4 | 2 | -5% | -10 | -2.3%
O=C1CCC(C(=O)OCC(=O)Nc2ccc(SC(F)F)cc2)=NN1 | 0% | 4% | x | x | -3 | x | -6% | x | x
Cc1cccc(C)c1-n1c(C)nn(Cc2ccc([N+](=O)[O-])cc2)c1=O | -5% | 0% | 10 | 6 | 5 | 3 | 2% | 1 | -1.4%
COc1ccc(OC)c(-n2c(=O)c3ccccc3c3ccccc3c2=O)c1 | -21% | -15% | 4 | 9 | -1 | 2 | 0% | -3 | 0.0%
O=C(NNC(=O)c1ccc(Cl)c(Cl)c1)c1ccncc1 | -5% | 2% | x | x | -1 | x | -4% | x | x
CCOc1cc(CNc2ccc3c(c2)OCCO3)cc(Br)c1OC | u | -8% | -5 | 20 | 6 | 2 | -13% | -6 | 0.0%
N#CCCN(Cc1ccccc1)C(=O)c1cccs1 | -5% | -4% | -12 | -17 | -2 | 4 | 1% | -1 | -0.4%
CCC(=O)c1ccc(OCC(O)Cn2nc(C)cc2C)cc1 (centres undefined) | 0% | -2% | -3 | -17 | -5 | 1 | -8% | 0 | 1.0%
COc1ccccc1NC(=O)Nc1cccc(C(=O)O)c1 | -2% | -11% | 1 | 0 | -6 | 3 | -6% | -7 | -2.5%
Cc1cccc(/C=C/C(=O)c2ccc([N+](=O)[O-])o2)c1 | u | -1% | 15 | -11 | 5 | 0 | -12% | -7 | 1.2%
C=C1CCC(OC(C)=O)C2(C)CCC3C(C)C(=O)OC3C12O (centres undefined) | 2% | -5% | 3 | -5 | -12 | 1 | -2% | -3 | 2.3%
Cc1[nH]c2ccccc2c1C(=O)C(=O)N1CCN(c2ccccc2Cl)CC1 | 8% | 1% | -4 | -15 | -1 | 5 | -4% | -1 | 0.4%
COc1cc(C2C3=C(CC(C)(C)CC3=O)N(C)C(=O)N2C)cc(OC)c1OC (centres undefined) | 0% | -7% | 5 | -2 | -1 | 1 | -5% | -2 | 1.1%
COc1ccccc1NC(=O)CSc1sc2c(O)cc(=O)[nH]c2c1C#N | 0% | 5% | x | -15 | -9 | 3 | 5% | -12 | 8.4%
Fc1ccc(-c2nn(-c3ccccc3)cc2CNCc2ccccc2)cc1 | -7% | u | -27 | 20 | -2 | 6 | -9% | 7 | 0.9%
CC1(C)C2CC[C@]3(C)C(CC=C4[C@@H]5C[C@@](C)(CO)[C@@H]6C[C@@]5(CC[C@]43C)C(=O)O6)[C@@]2(C)CC[C@@H]1O (some centres undefined) | 0% | -2% | x | x | -5 | x | -1% | x | x
COc1ccc(N2CCN(CC(O)COc3cc(C)ccc3C)CC2)cc1 (centres undefined) | 2% | 5% | -16 | -26 | 2 | 10 | 1% | -14 | -0.1%
COc1cc(NS(=O)(=O)c2ccc(NS(=O)(=O)c3ccccc3)cc2)nc(OC)n1 | 1% | -1% | -1 | 0 | -9 | 2 | 5% | 0 | 0.8%
CCN(CC)S(=O)(=O)c1cccc(NC(=O)COc2ccc(Cl)cc2Br)c1 | 1% | 7% | -11 | -29 | -3 | 2 | -1% | -2 | 2.3%
COC(=O)[C@]1(CC(C)C)N[C@H](c2ccc(-c3ccc(C(C)=O)cc3)cc2)[C@@H]2C(=O)N(C)C(=O)[C@@H]21 | 0% | -4% | x | x | -7 | x | -1% | x | x
O=C(COc1ccccc1)OCc1cc(-c2ccco2)on1 | -1% | -1% | -1 | -15 | -3 | -2 | -1% | 0 | -1.9%
Cc1cnc(C(=O)OCC(=O)Nc2c(Cl)cc(Cl)cc2Cl)cn1 | -3% | 1% | 4 | -21 | -9 | 4 | -3% | x | -0.8%
Cc1c(OC(C)C(=O)NCc2cccnc2)ccc2c3c(c(=O)oc12)CCCC3 (centres undefined) | -4% | -6% | 0 | -13 | -1 | 7 | -1% | -5 | -0.9%
CN(C)c1ccc(C=NN2CCCCCC2)cc1 | 0% | -19% | x | x | 0 | x | 2% | x | x
Cc1cc(C)c(C)c(OCC(=O)N2CCN(c3ccccn3)CC2)c1 | 2% | -2% | -4 | -11 | -1 | 5 | -1% | -8 | -1.3%

# Complete entries, looked up by structure. Values in the order: Vif-APOBEC3G blk | Vif-A3F inh | D2 PAM | D1 antag | LDHA inh | D1 ag | Glioma ERSR ind | D1 PAM | RXFP1 agonist
# CCN(CC)S(=O)(=O)c1cccc(NC(=O)COc2ccc(Cl)cc2Br)c1 is listed as 1% | 7% | -11 | -29 | -3 | 2 | -1% | -2 | 2.3%
# COc1ccccc1NC(=O)CSc1sc2c(O)cc(=O)[nH]c2c1C#N is listed as 0% | 5% | x | -15 | -9 | 3 | 5% | -12 | 8.4%
# Cc1cccc(/C=C/C(=O)c2ccc([N+](=O)[O-])o2)c1 is listed as u | -1% | 15 | -11 | 5 | 0 | -12% | -7 | 1.2%

# Next section.
Structure | Vif-APOBEC3G blk | Vif-A3F inh | D2 PAM | D1 antag | LDHA inh | D1 ag | Glioma ERSR ind | D1 PAM | RXFP1 agonist
CCc1ccc(CN2CCC(n3nccc3NC(=O)C3CCCC3)CC2)cc1 | -6% | 7% | -9 | 68 | -3 | 9 | -4% | 32* | 0.3%
N#CCc1ccc(NC(=O)c2ccc(CN3CCc4ccccc4C3)cc2)cc1 | 1% | -1% | -22 | -11 | 0 | 5 | 1% | -13 | 2.8%
CC(=O)c1cn(C)c(=O)[nH]c1=O | 5% | 2% | -5 | -12 | -11 | 0 | 5% | -2 | -1.9%
CCOc1ccc(S(=O)(=O)N2CCCCC2)cc1NC(=O)C1CCCC1 | -4% | 6% | x | x | -2 | x | -4% | x | x
COc1ccc(NC(=O)CSc2nc3ccccc3n2CC(=O)Nc2cccc(C)c2C)cc1 | -1% | u | -1 | 12 | -1 | 0 | -1% | 0 | 1.0%
Cc1noc(C)c1COc1ccc(C(=O)N2CCCC(C(F)(F)F)C2)cc1 (centres undefined) | -4% | -6% | -9 | 5 | 0 | 8 | -8% | -3 | 4.5%
Cc1ccc(C)c(NC(=S)N2CCC(NC(=O)c3ccccc3)CC2)c1 | 1% | -13% | -1 | -6 | -8 | 0 | -3% | -1 | 1.3%
O=C(CN(Cc1ccc(F)cc1)S(=O)(=O)c1ccc(S(=O)(=O)N2CCOCC2)cc1)Nc1ccccc1 | 0% | -6% | -18 | 10 | 0 | 0 | -2% | 0 | 2.9%

# Three entries from above, field by field:
> COc1ccc(NC(=O)CSc2nc3ccccc3n2CC(=O)Nc2cccc(C)c2C)cc1
- Vif-APOBEC3G blk: -1%
- Vif-A3F inh: u
- D2 PAM: -1
- D1 antag: 12
- LDHA inh: -1
- D1 ag: 0
- Glioma ERSR ind: -1%
- D1 PAM: 0
- RXFP1 agonist: 1.0%

> CCc1ccc(CN2CCC(n3nccc3NC(=O)C3CCCC3)CC2)cc1
- Vif-APOBEC3G blk: -6%
- Vif-A3F inh: 7%
- D2 PAM: -9
- D1 antag: 68
- LDHA inh: -3
- D1 ag: 9
- Glioma ERSR ind: -4%
- D1 PAM: 32*
- RXFP1 agonist: 0.3%

> N#CCc1ccc(NC(=O)c2ccc(CN3CCc4ccccc4C3)cc2)cc1
- Vif-APOBEC3G blk: 1%
- Vif-A3F inh: -1%
- D2 PAM: -22
- D1 antag: -11
- LDHA inh: 0
- D1 ag: 5
- Glioma ERSR ind: 1%
- D1 PAM: -13
- RXFP1 agonist: 2.8%

# Bioassay records: PubChem, National Center for Advancing Translational Sciences (NCATS)

# Only part of the results is shown; count on the stated rates, not on these rows.
